# RXFP1 agonist: agonists of human relaxin receptor RXFP1; 370,000 compounds, 0.3% hits; Potency, µM (highest dose often 57.5 µM), for the others: top-dose activation, most hits filed as activators; HEK293T-RXFP1 cAMP TR-FRET, 30 min; response scale: percent of porcine relaxin response, buffer zero; Q9HBX9; further: potency means the concentration at half of the fitted maximal effect; on the % scale 0 is the no-effect control and ±100 the full control effect; nearly all actives have a fitted effect of over 60% in size; many of its hits are not listed in these tables
#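 HEK293 cells stably expressing RXFP1, treated 30 min at 37C with compounds plus PDE4 inhibitor Ro 20174; cAMP measured by HTRF TR-FRET. Normalized to buffer and 29 nM porcine relaxin; EC50 by Hill fit.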
# Glioma ERSR ind: inducers of ER stress response in human glioma cells | U87-MG GRP78 promoter luciferase reporter, 16 h | Potency, µM, for inactives: at the top dose activation, most hits filed as activators | 420,000 compounds, 0.02% hits | AID 602332; further: potency means the concentration at half of the fitted maximal effect; series mostly up to about 76 µM; % of control where 0% means no effect; nearly all actives have a fitted effect of over 35% in size
#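 Stably transfected U87-MG human glioma cells carrying a GRP78-based luminescent sensor were seeded at 1000 cells/well, pin-dosed with compounds and incubated 16 h. Luciferase reagent was then added, and end-point luminescence was read after 10 min at room temperature.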
# D1 antag: antagonists of human D1 dopamine receptor | HEK293 TREx D1 cells, calcium flux, dopamine EC80; active compounds read low | activity change, negative = inhibition, % at 10 µM | AID 504652 | 360,000 compounds, 3.2% hits; in the data active means activity change below about -30%; further: on the % scale 0 is the no-effect control and ±100 the full control effect
# Target sequence (P21728 whole entry, looked up): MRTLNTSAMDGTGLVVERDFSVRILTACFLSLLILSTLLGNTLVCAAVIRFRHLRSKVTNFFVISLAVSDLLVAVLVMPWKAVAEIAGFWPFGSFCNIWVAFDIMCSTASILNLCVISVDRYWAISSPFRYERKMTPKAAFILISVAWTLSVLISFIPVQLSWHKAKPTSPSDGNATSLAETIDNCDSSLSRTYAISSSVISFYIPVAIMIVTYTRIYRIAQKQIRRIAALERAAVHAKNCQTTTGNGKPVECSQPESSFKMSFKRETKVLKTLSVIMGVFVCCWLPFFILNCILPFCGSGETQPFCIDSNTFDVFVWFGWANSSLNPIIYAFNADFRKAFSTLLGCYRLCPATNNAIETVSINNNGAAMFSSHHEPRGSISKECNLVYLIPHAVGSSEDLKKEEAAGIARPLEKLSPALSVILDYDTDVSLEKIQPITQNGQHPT
#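 Compound effects on dopamine-evoked calcium signalling were measured in tetracycline-induced HEK293 Trex D1 cells. Dopamine at EC80 followed a 180 s compound pre-read, and fluorescence was tracked kinetically for 180 s more.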
# Vif-A3F inh: inhibitors of Vif-A3F interaction; Potency, µM (top dose mostly 46.1 µM), without a hit: top-dose activity, negative = active; AID 602313; 390,000 compounds, 0.2% hits; HeLa A3F-eYFP + Vif (tagged APOBEC3F with the HIV-1 protein that degrades it), YFP fluorescence increase; further: potency means the concentration at half of the fitted maximal effect; % of control where 0% means no effect; nearly all actives have a fitted effect of over 65% in size
#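 HeLa cells stably expressing Vif plus C-terminally eYFP-tagged A3F were seeded, incubated overnight at 37 deg C, dosed with compound, incubated overnight again at 37 deg C. Yellow fluorescence (Ex 488/Em 500-530) reported blocked Vif-mediated A3F-eYFP degradation.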
# D2 PAM: D2 dopamine receptor (human) potentiation. potentiation, % at 10 µM. AID 485347. 340,000 compounds, 0.34% hits. HEK293 T-REx D2, calcium flux, EC20 dopamine potentiation. P14416;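 active means potentiation over 3 SD above the plate norm, cut at about 30% in these data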; further: 0% is about no effect
# Target sequence (P14416 whole entry, looked up): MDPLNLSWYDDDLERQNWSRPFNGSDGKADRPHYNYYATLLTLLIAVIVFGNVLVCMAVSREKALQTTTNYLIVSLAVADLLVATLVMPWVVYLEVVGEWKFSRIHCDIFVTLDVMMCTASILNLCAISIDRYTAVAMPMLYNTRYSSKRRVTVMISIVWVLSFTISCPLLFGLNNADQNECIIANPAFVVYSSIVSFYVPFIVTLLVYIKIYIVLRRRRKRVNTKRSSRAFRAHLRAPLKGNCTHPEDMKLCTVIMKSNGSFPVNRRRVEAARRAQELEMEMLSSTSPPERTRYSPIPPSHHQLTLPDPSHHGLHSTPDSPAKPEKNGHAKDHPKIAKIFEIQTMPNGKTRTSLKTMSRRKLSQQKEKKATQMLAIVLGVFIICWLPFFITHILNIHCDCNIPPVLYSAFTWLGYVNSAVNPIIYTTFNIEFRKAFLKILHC
#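 Calcium flux readout, no-wash dye, 1 read/s. Inducible HEK293 Trex D2 line, overnight 30 C. Compound alone 180 s (agonist flags), then EC20 dopamine, another 180 s to score potentiation.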
# D1 agonist: activates the human D1 dopamine receptor; activation, % at 2 µM; P21728; AID 504660; 360,000 compounds, 1% hits; HEK293 T-REx D1 cells, calcium flux, agonist mode; in the data active means activation above about 30%; further: 0% is about no effect
#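 Inducible HEK293 T-REx D1 cells, force-coupled to calcium signalling, were plated at 4000 cells/well with tetracycline and held overnight at 30 C. After no-wash calcium dye loading, compound-evoked calcium rise over 180 s flagged agonists.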
# Vif-APOBEC3G blk: blocks the Vif interaction with human APOBEC3G; HeLa A3G-eYFP + Vif (tagged APOBEC3G with the HIV-1 protein that degrades it), YFP fluorescence, overnight; AID 602310; Potency, µM (titrated, usually from 46.1 µM), for the others: at the highest dose activity, negative = active, usual class: inhibitors; 410,000 compounds, 0.076% hits; Q9HC16;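 further: potency means the concentration at half of the fitted maximal effect; on the % scale 0 is the no-effect control and ±100 the full control effect; nearly all actives have a fitted effect of over 60% in size; hits raise eYFP signal because A3G escapes Vif-driven loss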
#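 HeLa cells stably expressing Vif and C-terminally eYFP-tagged A3G, seeded overnight at 37 deg C, then exposed to compound by pintool overnight at 37 deg C. Rise in yellow fluorescence (Ex 488/Em 500-530, Acumen) marks blocked Vif-driven A3G degradation.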
# D1 PAM: potentiators of human D1 dopamine receptor. P21728. HEK293 TREx D1 cells, calcium flux, dopamine EC20 potentiation. potentiation, % at 10 µM. 360,000 compounds, 0.036% hits. AID 504651; in the data active means potentiation above about 30%; further: 0% is about no effect
# LDHA inh: inhibitors of human lactate dehydrogenase A. P00338. purified LDHA, NADH/diaphorase-resazurin fluorescence; active compounds read low. activity change, % (values are at about 110 or 230 µM). 480,000 compounds, 0.15% hits. AID 1347041; in the data active means activity change below about -30%; inconclusive means mostly about -25% to -30%;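 further: plate controls were DMSO wells for no effect and wells without enzyme for full effect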
#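 Resorufin fluorescence (ex540/em590), read at 0 and 20 min after diaphorase/resazurin addition, reports the NADH left after a 5 min room-temperature reaction of 2 nM human LDH5 with 0.06 mM NADH and 0.2 mM pyruvate.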
# * hit, by the source's call; ? = inconclusive; / = not tested or not shown; & = joins results of further samples. Unless noted, the call rests on the fitted dose curve; in most records, active means well fitted curve in the direction sought with a large enough effect; inconclusive means small, poorly fitted or top-dose-only effect, or another doubt; inactive means no such curve, though single readings can be large; an effect the other way counts as inactive or inconclusive. Not all compounds are listed; rates above refer to the full screens.
molecule,RXFP1 agonist,Glioma ERSR ind,D1 antag,Vif-A3F inh,D2 PAM,D1 agonist,Vif-APOBEC3G blk,D1 PAM,LDHA inh
O=C(NC1CCCCC1)C(c1ccc2ncccc2c1)N(Cc1ccc2c(c1)OCO2)C(=O)c1ccc2c(c1)OCCO2 (configuration not stated),3.9%,-2%,-1,7%,11,6,4%,-6,-5
Cc1nc2scc(C)n2c(=O)c1S(=O)(=O)Nc1ccc(F)cc1,1.9%,-1%,-11,5%,-9,2,-4%,-4,-2
CC(NC(=O)COC(=O)c1ccc(N2CCCC2=O)cc1)c1ccc(F)cc1 (configuration not stated),/,-3%,/,2%,/,/,2%,/,-3
COc1ccc(CCC(=O)Nc2ccc(S(=O)(=O)N3CCOCC3)cc2)cc1OC,/,-1%,/,0%,/,/,0%,/,-6
CCOC(=O)c1ccc(CNC(=O)Cn2nnc(-c3cccc(C)c3)n2)o1,0.5%,/,-6,/,-1,7,/,-3,/
CC(C)c1ccc(NC(=O)COC(=O)C2=COCCO2)cc1,-0.1%,1%,-1,0%,16,2,3%,-7,0
C=CCCC(=O)N(C)CCO,-1.6%,-4%,1,4%,13,-1,-1%,5,-3
Cc1noc(C)c1NC(=O)Nc1ccc2c(c1)C(=O)N([C@H](C)CO)C[C@H](C)[C@@H](CN(C)S(=O)(=O)c1cn(C)cn1)O2,/,-3%,/,3%,/,/,-2%,/,-5
CCOc1ccccc1C(=O)NC1CCNCC1,-2.0%,2%,-19,-3%,-9,2,-6%,4,-10
O=C1C/C(=C/NCc2ccccc2)C(=O)N1,0.9%,-4%,12,3%,-5,5,1%,6,-2
CCN(CC(=O)Nc1c(F)cccc1F)C(=O)CSC(=S)N1CCCC1,1.2%,-2%,-5,-10%,-2,1,-10%,-4,-1
COc1ccc(C2C3=C(CC(C)(C)CC3=O)Nc3cc4c(cc32)OCO4)cc1 (configuration not stated),9.1%,-5%,12,0%,8,0,-1%,1,0

# More results.
molecule,RXFP1 agonist,Glioma ERSR ind,D1 antag,Vif-A3F inh,D2 PAM,D1 agonist,Vif-APOBEC3G blk,D1 PAM,LDHA inh
Cc1ccc(NC(=O)CSc2nnc(Cc3csc(C)n3)o2)cc1,-0.8%,5%,-5,-1%,-7,2,0%,-7,-1
Cc1nnc(NC(=O)Cc2ccc(OCc3c(C)noc3C)cc2)s1,1.1%,-1%,-8,-23%,-5,5,3%,-4,-5
CN1CCN(CC(O)COc2ccc(OCC(O)CN3CCN(C)CC3)cc2)CC1 (configuration not stated),2.0%,-4%,-1,/,-14,-1,-3%,5,-7
CCOc1ccc(-n2c(C)cc(C(=O)NS(=O)(=O)c3ccc(C)cc3)c2C)cc1,0.1%,-2%,6,5%,-1,0,1%,2,2
C(=N\n1cnnc1)/c1ccc2c(c1)OCCO2,-0.6%,7%,-4,0%,-2,2,1%,1,-7
COc1ccc(CCN2C(=O)C(Oc3ccccc3)C2c2ccc3c(c2)OCO3)cc1 (configuration not stated),-1.5%,-5%,-6,-14%,3,10,0%,-1,-9
COc1ccccc1N1CCN(C(=O)CCN2C(=O)c3cccc4cccc(c34)C2=O)CC1,3.7%,-4%,6,-6%,7,5,1%,0,-2
Cc1cc(C)n2nc(C(=O)OCC(=O)NCc3ccc(Cl)cc3)nc2n1,0.9%,-2%,-33*,-30%,8,-1,3%,-6,1
Cc1ccc(NC(=O)CC2(CC(=O)O)CCCC2)cc1,1.9%,-1%,-14,1%,4,3,1%,-1,-5
O/N=C(/CN(O)/C=C1/C=CC=N1)c1cccs1,2.8%,-4%,-10,-1%,-7,1,2%,-4,-6
Cn1c(=S)[nH]c2sc3c(c2c1=O)CCC(C(C)(C)C)C3 (configuration not stated),-0.9%,/,10,/,2,1,/,-1,/
CCOC(=O)/C=C/c1ccc2c(c1)S(=O)(=O)N(Cc1ccc(OC)cc1)[C@H]2CC(=O)OCC,/,1%&0%,/,-29%,/,/,-7%&-2%,/,-1

# New compounds follow
molecule,RXFP1 agonist,Glioma ERSR ind,D1 antag,Vif-A3F inh,D2 PAM,D1 agonist,Vif-APOBEC3G blk,D1 PAM,LDHA inh
O=C(C[C@H]1C/C=C\CC[C@@H](Cc2ccc(F)cc2)C(=O)OCCNC1=O)NCCO,/,1%,/,-6%,/,/,0%,/,0
CC(NC(=O)NC1CCCCC1)C(c1cccs1)N1CCN(C)CC1 (configuration not stated),-0.5%,-5%,-6,4%,-14,2,-2%,-6,-6
Cc1cc(=O)oc2c3c(cc(OCC(=O)NCc4cccnc4)c12)OC(C)(C)CC3,7.5%,2%,0,0%,3,1,-5%,4,-1
CSc1ccccc1NC(=O)CSc1nnnn1-c1ccccc1SC,1.5%,-1%,-5,5%,0,5,0%,-7,-4
COc1ccc(NC(=S)Nc2ccc(Oc3ccccc3)cc2)cc1,0.0%,1%,-1,0%,7,0,5%,-2,-12
CC(=O)Nc1ccc(NC(=O)CSc2nc(N)c(NC(=O)c3ccco3)c(=O)[nH]2)cc1,-0.7%,-3%,5,-2%,-2,1,0%,1,-9
Cc1cc(C)c2nc(N3CCC(C(=O)NCc4ccccn4)CC3)sc2c1,1.2%,4%,-2,-4%,0,2,0%,-1,-8
Cc1cccc(NC(=S)N2CCCC2)c1,-0.5%,-6%,1,-1%,6,0,2%,-1,-3
CCOc1ccccc1Nc1cc(C)c2cccc(C)c2n1,0.3%,-2%,7,2%,3,2,-9%,6,-3
COc1ccc(C(=O)NCCc2ccc(C(F)(F)F)cc2)cc1S(=O)(=O)N1CCOCC1,0.8%,-3%,-18,3%,-2,1,0%,-6,-15
C[C@H]1COC(=O)[C@H](CC(=O)OC(C)(C)C)C/C=C\C[C@H](CC(=O)N(CCO)Cc2ccccc2)C(=O)N1,/,-2%,/,-3%,/,/,3%,/,-3
CC(=O)c1c(O)c2ccccc2n(C(C)C)c1=O,6.3%,-4%,-5,8%,8,1,-6%,-3,-5

# (listing goes on)
molecule,RXFP1 agonist,Glioma ERSR ind,D1 antag,Vif-A3F inh,D2 PAM,D1 agonist,Vif-APOBEC3G blk,D1 PAM,LDHA inh
NNc1nc(-c2ccccc2Cl)nc2sc3c(c12)CCCC3,-1.9%,2%,6,-14%,13,1,1%,-4,-6
COCOCCn1cc(CN2CCS(=O)(=O)N(Cc3ccc(-c4ccc(C)cc4)cc3)C(CC(C)C)C2=O)nn1 (configuration not stated),/,0%,/,?,/,/,-5%,/,3
CC1CN(CC(=O)N2CCc3[nH]c4ccccc4c3C2)CC(C)O1 (configuration not stated),0.0%,-1%,-44*,1%,/,2,0%,2,11
Nc1c(N=Nc2cccc(Cl)c2)c(=O)[nH]n1-c1ccccc1,1.0%,-3%,2,-9%,17,1,-13%,15,-4
COc1ccc(C(=O)CSc2cc(C)nc3nc(C)nn23)cc1OC,1.7%,1%,6,-6%,-7,7,-3%,3,-4
NC(=S)Nc1ncc(CCN2CCOCC2)c(-c2ccc(F)cc2)n1,4.3%,-1%,-3,10%,-5,4,1%,2,-4
CCCCNC(=O)CN1C(=O)NC2NC(=O)NC21 (configuration not stated),-1.1%,-2%,-43*,-5%,/,0,-4%,-7,3
Cc1ccc([C@H]2C[C@@H](O)[C@H](n3cc(COC(=O)c4ccccc4)nn3)CN2C(=O)c2cccs2)cc1,/,-6%,/,-4%,/,/,-6%,/,?
Cc1nnc(N/N=C/C(C)c2ccccc2)[nH]c1=O (configuration not stated),-0.1%,4%,25,17%,-7,0,1%,-4,-4
O=C(Cn1nnc(-c2cccs2)n1)N1CCOCC1,-0.3%,0%,10,0%,0,-2,0%,2,-7
O=C(Cc1ccccc1C(=O)O)Nc1cccc2ccccc12,0.8%,7%,4,-5%,-11,1,-5%,2,25
O=C1NC(CCc2ccccc2)C(=O)N1Cc1ccccc1Cl (configuration not stated),0.3%,-2%,12,7%,8,20,2%,-5,-7

# Next section
molecule,RXFP1 agonist,Glioma ERSR ind,D1 antag,Vif-A3F inh,D2 PAM,D1 agonist,Vif-APOBEC3G blk,D1 PAM,LDHA inh
COc1ccc(S(=O)(=O)N2CCCOC2CNC(=O)C(=O)NCc2ccncc2)cc1 (configuration not stated),-0.6%,-3%,-19,-2%,-16,2,3%,-1,-4
CCNC(=O)n1nccc1C(C)Oc1ccccc1 (configuration not stated),0.1%,-1%,-5,17%,14,1,-1%,1,-5
Fc1ccc(CNC(=S)NCc2ccc(F)cc2)cc1,-0.2%,0%,-3,-4%,4,7,2%,-2,0
O=C(NCCCN1CCCC1)c1cc2c(Cl)nc3ccccc3c2s1,9.2%,0%,6,?,-17,2,3%,-6,-3
COc1ccc(-c2nc3nc(C)cc(Nc4cccc(C(F)(F)F)c4)n3n2)cc1,32µM*,-3%,-7,0%,-7,2,6%,-1,1
O=C(COC(=O)c1ccccc1O)NCc1ccccc1Cl,/,2%,/,-2%,/,/,-4%,/,-1
COc1ccc(CCNC(=O)CCC(=O)NC2CCCCC2)cc1OC,3.7%,-2%,2,9%,-1,3,-1%,-2,1
CCOC(=O)N1CCC2(CC1)OC(=O)C(C)=C2C(=O)NCc1cccc(OC)c1,5.1%,-3%,6,0%,6,0,1%,0,0
COc1ccc(C(=O)NCC(=O)N2CCN(c3ccccc3)CC2)cc1,-0.5%,-4%,-8,-10%,1,4,1%,-9,0
COc1ccc(N2CCN(c3ccc(NC(=O)C4CCCCC4)cc3C#N)CC2)cc1,12%,-4%,-6,2%,6,4,0%,-5,-4
Cc1cc2occ(CC(=O)N(CC(C)C)c3c(N)n(Cc4ccccc4)c(=O)[nH]c3=O)c2cc1C,-0.5%,-7%,14,?,-5,-1,0%,-7,-15
COc1ccc(-n2c(C)c(C(C)=O)c3cc(OC(C)=O)ccc32)cc1,-0.2%,-3%,-12,0%,-3,3,4%,-2,-1
CCCCc1nnc(NC(=O)Cn2cnc3ccccc3c2=O)s1,-0.3%,-3%,7,-5%,2,5,0%,21,-1
O=C(c1ncc[nH]1)c1ccco1,0.0%,-3%,5,-9%,2,3,5%,7,-4

# Screening data from PubChem BioAssay.
